GAA inhib: qHTS Assay for Inhibitors of Human alpha-Glucosidase as a Potential Chaperone Treatment of Pompe Disease; Lysosomal alpha-glucosidase (Homo sapiens), P10253; purified human GAA, 4-MU-alpha-glucoside fluorescence; Potency, µM (doses to about 76.9 µM), inactives show top-dose activity change, negative = inhibition, hits mostly inhibitors; actives 0.005% (n = 200,000);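 also: plate controls were uninhibited enzyme wells for no effect and no-enzyme background for full effect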
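Compounds are titrated up to 77 uM against 4 nM human enzyme. Substrate 4-methylumbelliferyl-alpha-D-pyranoside (400 uM) reacts 20 min at room temperature in pH 5.0 buffer; liberated 4-methylumbelliferone is read at 440 nm.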
HTT aggregate: qHTS Multiplex Assay to Identify Dual Action Probes in a Cell Model of Huntington: Aggregate Formation (GFP). PC12 HttQ103-GFP aggregates, Acumen cytometry, 40 h. Potency, µM (series often up to 46.1 µM), for the others: at the highest dose activity change, negative = inhibition, most hits filed as inhibitors. actives 1.1% (n = 220,000); also: % is scaled to controls: 0 for no effect and ±100 for the full control effect; nearly all actives have a fitted effect of over 60% in size
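Steps: seed 1500 PC12 HTTQ103-GFP cells/well; add tebufenozide, 100 nM final; add compound titration; add ATPLite reagent; quantify GFP aggregates by laser scanning cytometry.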
IMPase Li inh: qHTS Assay for Identifying the Cell-Membrane Permeable IMPase Inhibitors: Potentiation with Lithium; Potency, µM (series often up to 59.4 µM), inactives show at the highest dose activity, negative = IMPase inhibition, actives largely listed as inhibitors; CHO-M1 cells, IP1 TR-FRET (IP-One), carbachol + lithium; actives 0.35% (n = 210,000);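 also: IP1 builds up when IMPase is blocked and the TR-FRET signal falls; plate controls were basal vehicle for no effect and high inhibitor control for full effect; nearly all actives have a fitted effect of over 50% in size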
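CHO cells stably expressing M1 receptor (2000/well, cultured 16–30 h) treated 30 min at 37C with compound plus low lithium. Cytosolic IP1 by TR-FRET (665/620 ratio and 620 channel) after 10 min lysis; AC50 by Hill fit.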
GAA glycogen: qHTS Assay for Inhibitors and Activators of Human alpha-Glucosidase Cleavage of Glycogen | actives 0.38% (n = 300,000) | Potency, µM (titrated, usually from 76.4 µM), inactives show top-dose activity change, negative = inhibition, most hits filed as inhibitors | Lysosomal alpha-glucosidase (Homo sapiens), P10253 | recombinant GAA, glycogen substrate, Amplex Red glucose oxidase fluorescence;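 also: 0% = full enzyme reaction and -100% = no-enzyme basal signal; the screen sought inhibitors and activators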
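Recombinant enzyme (4 nM final) with compounds titrated up to 77 uM and bovine liver glycogen (30 ug) in citrate pH 5.0, 0.01% Tween-20, 37 C 40 min. Released glucose detected by Amplex Red/glucose oxidase (Ex 573/Em 610); AC50 from Hill fits.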
HTT ATP protect: qHTS Multiplex Assay to Identify Dual Action Probes in a Cell Model of Huntington: Cytoprotection (ATP); PC12 HTT-Q103 induced, cytoprotection, ATP luminescence, 40 h; Potency, µM (series often up to 56.4 µM), inactives show cytoprotection (ATP increase), hits mostly activators; actives 0.14% (n = 230,000);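 also: % of control where 0% means no effect; nearly all actives have a fitted effect of over 45% in size; toxic huntingtin expression switched on by the ecdysone agonist tebufenozide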
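Cells were plated at 1500 per well in phenol red-free DMEM with 5% equine and 5% calf serum. Tebufenozide (100 nM final) and compounds were added, then ATPlite reagent, and luminescence was read.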
aGlu spleen mod: qHTS Assay for Inhibitors and Activators of Human alpha-Glucosidase From Spleen Homogenate. AID 2112, 2009. actives 0.006% (n = 240,000). Potency, µM (titrated, usually from 79.9 µM), without a hit: top-dose activity change, negative = inhibition, most hits filed as inhibitors. human spleen homogenate, 4-MU-alpha-glucoside fluorescence. Lysosomal alpha-glucosidase (Homo sapiens), P10253;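 also: 0% = enzyme with vehicle and -100% = no enzyme basal signal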
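Human spleen homogenate (1 ug) incubated with compounds and 1 mM 4-methylumbelliferyl-alpha-D-glucopyranoside in pH 5.0 citrate/phosphate buffer, 37 C, 40 min. Stopped at pH 10; 4-MU fluorescence (Ex 365/Em 440 nm); AC50 by Hill fit.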
GoLoco inh red: qHTS Assay for Inhibitors of RGS12 GoLoco Motif Activity (Red Fluorophore). Guanine nucleotide-binding protein G(i) subunit alpha-1 (Homo sapiens), P63096. Gai1:RGS12 GoLoco peptide FP, rhodamine, 10 min. Potency, µM (highest dose often 61.6 µM), inactives show top-dose activity, negative = inhibition, actives largely listed as inhibitors. actives 0.44% (n = 230,000); active = well fitted inhibition curve with a large enough effect, not every such curve was filed as active; inactive = no such curve, though single readings can be large or run the other way; also: % is scaled to controls: 0 for no effect and ±100 for the full control effect; nearly all actives have a fitted effect of over 30% in size; many of its hits are not listed in these tables
Target sequence (P63096 whole entry, looked up): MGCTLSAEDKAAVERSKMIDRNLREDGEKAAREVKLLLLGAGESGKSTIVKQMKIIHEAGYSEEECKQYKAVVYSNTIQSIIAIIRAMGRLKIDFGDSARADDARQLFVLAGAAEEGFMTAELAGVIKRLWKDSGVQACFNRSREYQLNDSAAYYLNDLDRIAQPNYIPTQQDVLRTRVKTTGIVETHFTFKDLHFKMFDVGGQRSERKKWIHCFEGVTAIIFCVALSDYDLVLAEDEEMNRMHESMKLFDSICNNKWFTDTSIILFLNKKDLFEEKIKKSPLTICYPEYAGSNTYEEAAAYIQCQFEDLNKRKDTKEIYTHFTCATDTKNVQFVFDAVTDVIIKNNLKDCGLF
* marks the source's active call; other numbers are inactive results; ? = inconclusive; . = not tested or not shown; [ ] = dose if it differs, or a comment. Unless noted, calls follow the shape of the dose curve; as a rule, active = well fitted curve in the direction sought with a large enough effect; inconclusive = small, poorly fitted or top-dose-only effect, or another doubt; inactive = no such curve, though single readings can be large; an effect the other way counts as inactive or inconclusive. Potency is read from the fitted curve at half-maximal effect. Not all compounds are listed. The share of hits here may be higher or lower than overall.

No.	SMILES	GAA inhib	HTT aggregate	IMPase Li inh	GAA glycogen	HTT ATP protect	aGlu spleen mod	GoLoco inh red
1	CS(=O)(=O)N(CC(=O)Nc1c(F)cccc1F)c1ccc(C23CC4CC(CC(C4)C2)C3)cc1	1%	-2%	-7%[38.3 µM]	1%	10%	-6%	-14%
2	COc1ccccc1CNC(=O)C1CC(c2c(Cl)cccc2Cl)=NO1 (centres undefined)	-9%	?	25%[38.3 µM]	3%	-25%	-3%	5%
3	CN(C)CCNc1oc(-c2ccccc2F)nc1C#N	2%	-25%	-1%[38.3 µM]	-23%	19%[10 µM]	-6%	3%
4	Cc1cc(C)cc(NC(=O)N2CCCN(c3ncccc3[N+](=O)[O-])CC2)c1	-2%	1%[9.22 µM]	.	3%	1%[10 µM]	-3%	8%
5	CCN(CC)S(=O)(=O)c1ccc(C(=O)NCc2ccc3c(c2)OCO3)cc1	-9%	-3%	2%	0%	.	-3%	7%
6	CCc1nc(SCc2cccnc2)[nH]c(=O)c1C	3%	11%	5%[38.3 µM]	-4%	-14%	6%	3%
7	CCOC(=O)c1[nH]c2ccc(OC)cc2c1NC(=S)N1CCN(c2ccccc2)CC1	5%	-8%	10%	?	-33%[10 µM]	1%	-2%
8	Cc1cc(C)nc(NC(=NCc2ccc3c(c2)OCO3)NC(=O)Nc2ccccc2)n1	1%	9%	0%[38.3 µM]	-4%	-16%[0.074 µM]	2%	-1%
9	Cc1ccc(N2C(=O)C(c3c(C)[nH]n(-c4ccccc4)c3=O)(C(F)(F)F)C3=C2CC(C)(C)CC3=O)cc1 (centres undefined)	5%	1%	5%[38.3 µM]	-6%	10%	-3%	-1%
10	CCOC(=O)Cc1csc(NC(=O)Cn2cnc3c2c(=O)n(C)c(=O)n3C)n1	5%	8%[9.22 µM]	-13%	19%	12%[10 µM]	9%	14%

Further results:
No.	SMILES	GAA inhib	HTT aggregate	IMPase Li inh	GAA glycogen	HTT ATP protect	aGlu spleen mod	GoLoco inh red
11	CCOc1cc(C2Nc3ccccc3C(=O)N2c2ccccc2OC)ccc1O (centres undefined)	1%	0%[9.22 µM]	-10%[38.3 µM]	-19%	0%	-3%	-6%
12	CCCCN1C(=O)C(O)(CC(=O)c2c(C)n[nH]c2C)c2cc(Br)ccc21 (centres undefined)	-23%	25%	0%[38.3 µM]	-8%	-7%	2%	-4%
13	CCN(CC)S(=O)(=O)N1CCC(C(=O)NCCC2=CCCCC2)CC1	-1%	?	-5%	1%	-62%[inhibitor]	0%	5%
14	CCCCCNCC(=O)Nc1cccc(C(=O)Nc2cccc(C(F)(F)F)c2)c1	.	4%[9.22 µM]	1%	-5%	-3%[10 µM]	1%	-6%
15	CCOC(=O)N1CC=C2C(C#N)=C(N)C(C#N)(C#N)[C@H](c3cccs3)[C@H]2C1	0%	?	-5%[38.3 µM]	2%	-31%	2%	10%
16	Cc1cc(Cl)ccc1OCCCC(=O)N/N=C/c1cccc([N+](=O)[O-])c1	-1%	17%	16%	9%	-2%[10 µM]	-4%	-6%
17	Cc1ccc(C(=O)Nc2ccccc2Oc2ccccc2)cc1[N+](=O)[O-]	-14%	-11%	-3%[38.3 µM]	-12%	-9%	-13%	9%
18	O=C(Cc1ccc(F)cc1)Nc1cccc2cccnc12	-3%	12%	3%	-1%	7%[10 µM]	-1%	-7%
19	CCN1C(=O)/C(=C2\SC(=S)N(NC(=O)c3ccccc3O)C2=O)c2ccccc21	.	24%[9.22 µM]	.	-1%	21%[10 µM]	-4%	8%
20	CC(C)(C)NC(=O)COC(=O)c1ccccc1NC(=O)c1ccco1	5%	16%	2%	12%	-16%	6%	6%

New compounds follow
No.	SMILES	GAA inhib	HTT aggregate	IMPase Li inh	GAA glycogen	HTT ATP protect	aGlu spleen mod	GoLoco inh red
21	CCc1cc2ccc(OC)cc2nc1SCC(=O)Nc1cc(C)on1	-3%	9%	?	10%	-3%	-6%	-4%
22	O=c1[nH]c(C(Cl)Cl)nc2sc3c(c12)CCN(Cc1ccccc1)C3	14%	-3%	6%	4%	.	1%	21%
23	CCOC(=O)c1ccc2c(c1)N(CC#N)C(=O)C(C)(C)O2	-9%	-7%[9.22 µM]	23%	14%	3%[10 µM]	1%	-5%
24	O=C(OCC(=O)N1CCOCC1)c1ccc[nH]c1=O	-3%	4%	-7%[38.3 µM]	0%	-1%	-10%	-1%
25	O=C(CSc1nc(-c2ccc(F)cc2)nc2ccc(F)cc12)Nc1cccc(C(=O)O)c1	1%	?	?	-4%	-22%	10%	4%
26	Cc1ccc(C(=O)N2CCCC(c3ccc(Cl)cc3)=N2)cc1	?	-9%	5%	-15%	-13%	-2%	-3%
27	CCOc1cc(-c2cc(-c3ccc(C)cc3)nc(N)c2C#N)ccc1O	-3%	?	16%[38.3 µM]	-16%	-52%[inhibitor]	-6%	41%[activator]
28	O=C(O)CCCC(=O)NNC(=O)c1cccc(Br)c1	?	8%	-6%	10%	2%	3%	8%
29	C/C=C\C(=O)Nc1cccc(C2=NOC3(C2)C[C@@H](C(N)=O)N(C(=O)c2ccc(OC)cc2)C3)c1 (some centres undefined)	.	13%[9.22 µM]	.	3%	-13%[10 µM]	-8%	2%
30	CCc1ccc(CNC(=O)C2CCC(=O)N2C2CCCCC2)cc1 (centres undefined)	-5%	10%	-1%[38.3 µM]	3%	?	-3%	2%

The listing continues.
No.	SMILES	GAA inhib	HTT aggregate	IMPase Li inh	GAA glycogen	HTT ATP protect	aGlu spleen mod	GoLoco inh red
31	CCn1c(Cc2ccccc2)nnc1SCC(=O)NC1CCCC1	0%	-10%	-1%	1%	-18%	-5%	-2%
32	CCN(C(=O)COC(=O)c1cc(-c2cccc3ccccc23)nc2ccccc12)C1CCS(=O)(=O)C1 (centres undefined)	-6%	-12%	-6%	-9%	-14%[1.9 µM]	14%	-29%
33	COc1cc(Br)c(C(C)NC(=O)c2ccccc2)cc1OC (centres undefined)	-13%	-9%	-8%[38.3 µM]	5%	-10%	-1%	7%
34	Cc1ccc2nc3c(cc(C(=O)NCc4cccnc4)c(=N)n3C(C)C)c(=O)n2c1	8%	7%	-11%[38.3 µM]	8%	1%	4%	12%
35	CC1=C(C#N)C(=O)NC(=O)/C1=C\c1ccc(-c2cc(C)c(C)cc2[N+](=O)[O-])o1	-4%	31%	0%	-4%	.	7%	0%
36	CCOc1ccc(NC2CCN(C(C)=O)CC2)cc1	-1%	5%	-7%[38.3 µM]	14%	1%	-6%	-6%
37	COc1ccccc1CN1CCC2(CC1)CCN(C(C)=O)CC2	.	.	20%	.	19%	-1%	10%
38	O=C1CCN(S(=O)(=O)c2ccc(Cl)cc2)N1	?	-2%	-4%[38.3 µM]	-29%	-6%	-8%	-5%
39	CNc1nnc(-c2cc3cc(Cl)ccc3oc2=O)s1	-2%	-3%	-12%[38.3 µM]	16%	-24%	6%	4%
40	Cc1ccc(NCc2nc3ccccc3n2CCOc2ccccc2)cc1	-4%	10%	-10%	-17%[76.3 µM]	25%[10 µM]	4%	-6%

Next section:
No.	SMILES	GAA inhib	HTT aggregate	IMPase Li inh	GAA glycogen	HTT ATP protect	aGlu spleen mod	GoLoco inh red
41	Cc1ccc(S(=O)(=O)N(C)C)cc1NC(=O)CSc1nnnn1-c1ccc(O)cc1	?	9%[9.22 µM]	.	-6%	-11%[10 µM]	2%	1%
42	O=C(c1sc2cccc(F)c2c1Cl)N1CCN(c2ncccn2)CC1	-3%	31%	-1%	-6%	25%[10 µM]	-9%	3%
43	O=C(/C=C/c1ccco1)c1ccc(O)cc1	-7%	8%	-4%	-6%	-1%	-2%	3%
44	CCN1C(=O)N[C@@H](c2cccc(C(F)(F)F)c2)[C@@H](C(=O)OC)[C@H]1C	.	.	6%	.	-2%[10 µM]	4%[17.4 µM]	-2%[14.2 µM]
45	O=C(Nc1ccccc1Cl)N1CCCN(c2nc(-c3ccccc3)ns2)CC1	-2%	7%[9.22 µM]	.	-7%	-2%[10 µM]	-5%	14%
46	Nc1ccccc1-c1nc2ccccc2[nH]1	?	-4%	-10%	-22%	-17%[0.074 µM]	?	3%
47	CCn1c(SCC(=O)NC(C)(C)C)nnc1-c1ccncc1	13%	.	4%	6%	.	2%	-8%
48	CCOC(=O)C1(CCc2ccccc2)CCN(C(=O)C2CCCO2)CC1 (centres undefined)	.	6%[9.22 µM]	-1%	13%	29%[10 µM]	-5%	1%
49	O=C(Nc1ccc(S(=O)(=O)N2CCOCC2)cc1)c1cccs1	-4%	11%	-81%[38.3 µM]	-6%	8%	2%	22%
50	CCOc1cc(-c2nc(-c3ccccc3)c(-c3cc([N+](=O)[O-])ccc3C)[nH]2)ccc1O	-19%	?	10%[38.3 µM]	?	-87%[inhibitor]	-24%	-15%

Additional structures
No.	SMILES	GAA inhib	HTT aggregate	IMPase Li inh	GAA glycogen	HTT ATP protect	aGlu spleen mod	GoLoco inh red
51	COCC(=O)Nc1ncc(S(=O)(=O)c2ccc([N+](=O)[O-])cc2)s1	2%	-15%	2%	1%	6%	-4%	8%
52	N#CCCn1c(=O)c(-c2ccccc2)nc2cnc(Oc3ccccc3)nc21	.	.	1%	.	?	1%	4%
53	CCNc1ccc(S(=O)(=O)N(C)C)cc1NCC(=O)Nc1ccccc1Cl	-8%	-21%	4%	?	.	3%	13%
54	CN(C)/N=C/c1ccc(OS(=O)(=O)c2ccccc2)cc1	7%	3%[9.22 µM]	4%	-8%	7%[10 µM]	-2%	9%
